Screens from PubChem BioAssay.
MITF TRPM1 HTS: increases MITF-driven TRPM1 promoter luciferase signal. activation, % at 12.5 µM. actives 0.75% (n = 300,000). SK-MEL-5 TRPM1-promoter luciferase, 24 h; % of positive control, neutral wells = 0;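 active = mean activation of at least 80% with every replicate also reaching 80%; inconclusive = mean reaches 80% but some replicate falls short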;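 also: 0% = neutral control wells and 100% = parthenolide positive control wells; values of inactives mirror those of a sister screen read the other way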
SR-BI uptake up: enhances SR-BI lipid uptake from DiI-HDL | AID 504775 | activation, % at 12.5 µM | CHO ldlA[mSR-BI] cells, DiI-HDL uptake fluorescence, 3 h; 100 = double the neutral-control signal | actives 0.096% (n = 320,000);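 active = mean replicate activation of at least 60% and every replicate at or above 60%; inconclusive = mean or all-replicate condition met, but not both; inactive = mean below 60% and not all replicates reaching 60%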;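 also: 0% = median plate neutral-control signal and 100% = twice that signal; values of inactives mirror those of a sister screen read the other way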
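System: CHO ldlA[mSR-BI] cells / Medium: HEPES-buffered (25 mM, pH 7.4) F12 plus 0.5% BSA / Probe or stimulus: labelled HDL, 10 µg/mL / Doses: single compound concentration, delivered by pin transfer / Schedule: 3 h, 37 °C / Measured by: DiI fluorescence, bottom read / Measure: cell-associated DiI fluorescence as measure of HDL uptake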
dFosB act: activators of mouse delta FosB homodimer; activation, % at 25 µM; AID 493131; purified delta FosB, TAMRA-CDK5 oligo fluorescence polarization; percent of positive-control signal above neutral wells; P13346; actives 0.99% (n = 340,000);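 active = mean activation above about 17%, with every replicate also reaching it, limit read from the data, passing the limit was not always enough; inconclusive = only one of the two conditions met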;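 also: fluorescence polarization rise as delta FosB binds a TAMRA Cdk5 AP-1 oligo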
Rtt109 Vps75: blocks Candida albicans Rtt109/Vps75 acetyltransferase activity | purified Rtt109/Vps75, ThioGlo CoA-SH fluorescence, 4 h | inhibition, % at 34.9 µM | actives 0.16% (n = 330,000);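 active = inhibition of at least 50% in every replicate; inconclusive = best replicate reaches 50% inhibition but some replicates fall short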
Target sequence (Q5AAJ8 whole entry, looked up): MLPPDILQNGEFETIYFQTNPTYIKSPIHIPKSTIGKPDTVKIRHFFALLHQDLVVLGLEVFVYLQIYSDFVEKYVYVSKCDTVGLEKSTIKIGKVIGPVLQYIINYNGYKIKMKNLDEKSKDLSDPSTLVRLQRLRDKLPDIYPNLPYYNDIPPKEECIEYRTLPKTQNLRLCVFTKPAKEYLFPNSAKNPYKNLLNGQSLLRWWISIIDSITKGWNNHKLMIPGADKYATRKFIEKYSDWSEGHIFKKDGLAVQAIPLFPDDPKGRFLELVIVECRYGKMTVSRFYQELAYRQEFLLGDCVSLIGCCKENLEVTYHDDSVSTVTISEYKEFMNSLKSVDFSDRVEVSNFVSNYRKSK
HTR5A ag ctr: counter-screen for OPRM1-OPRD1 agonists: human HTR5A agonism. P47898. actives 0.61% (n = 340,000). AID 504692. activation, % at 9.3 µM. HTR5A agonist assay, luminescence, cell-based; in the data active = activation mostly above about 9.5%, no sharp cut-off; inactive = mostly below about 7.6%;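 also: 0% = cells with vehicle only and 100% = reference agonist; strong numbers were not always called active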
SR-BI DiI inh: inhibitors of mouse SR-BI mediated HDL lipid uptake | Q61009 | ldlA[mSR-BI] CHO cells, DiI-HDL uptake fluorescence, 3 h | inhibition, % at 12.5 µM | actives 0.96% (n = 320,000);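 active = mean replicate inhibition of at least 70% and a set share of replicates each scoring 70 or more; inconclusive = meets just one of the two criteria; inactive = fails both criteria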;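 also: 0% = median of neutral control wells and 100% = median of positive control wells; values of inactives mirror those of a sister screen read the other way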
Target sequence (Q61009 whole entry, looked up): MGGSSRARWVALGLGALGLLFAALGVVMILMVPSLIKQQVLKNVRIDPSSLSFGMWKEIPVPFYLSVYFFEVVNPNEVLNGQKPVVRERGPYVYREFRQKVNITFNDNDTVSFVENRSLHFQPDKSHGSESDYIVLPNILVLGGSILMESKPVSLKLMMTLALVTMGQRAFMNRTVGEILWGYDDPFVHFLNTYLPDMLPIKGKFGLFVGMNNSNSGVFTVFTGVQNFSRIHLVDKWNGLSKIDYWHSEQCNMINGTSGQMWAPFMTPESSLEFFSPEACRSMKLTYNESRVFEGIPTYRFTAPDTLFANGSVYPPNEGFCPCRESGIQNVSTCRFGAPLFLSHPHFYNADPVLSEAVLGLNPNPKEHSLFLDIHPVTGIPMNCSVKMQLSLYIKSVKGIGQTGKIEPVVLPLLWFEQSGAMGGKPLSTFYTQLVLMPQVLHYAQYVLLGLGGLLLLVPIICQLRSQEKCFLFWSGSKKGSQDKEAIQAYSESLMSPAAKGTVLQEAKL
CDK5 inh: CDK5/p35 (human) kinase inhibition. Recombinant CDK5/p35, ADP-Glo luminescence, 60 min. AID 488839. actives 0.01% (n = 330,000). Q00535+Q15078. inhibition, % at 10 µM;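 active = highest replicate inhibition of at least 50% and at least 75% of replicates reaching 50%; inconclusive = only one of the two criteria met; inactive = both criteria failed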;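 also: plate controls were DMSO neutral control for no effect and GW8510 at 10 µM for full effect; many of its hits are not listed in these tables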
cardiac RTF act: increases calcium sensitivity of human cardiac regulated thin filaments | activation, % at 7.2 µM | AID 493008 | actives 0.24% (n = 340,000) | IANBD-labeled TnC RTF fluorescence at EC20 calcium; 0% EC20 calcium, 100% full calcium | P19429+P45379;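 active = activation above the mean over all tested compounds plus 3 SD, cut at about 30% in these data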;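 also: rise in fluorescence read as greater calcium sensitivity of cardiac thin filaments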
Wnt act: Wnt/beta-catenin pathway activation. actives 1.2% (n = 300,000). AID 743398. activation, % at 9.35 µM. Wnt/beta-catenin reporter cell assay, activator, plate reader; in the data active = activation above about 30%, passing the limit was not always enough; inconclusive = no clear call, values can overlap the other calls;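 also: 0% = neutral control wells and 100% = positive control wells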
PvdQ acylase: P. aeruginosa PvdQ acylase inhibition; purified PvdQ acylase, fluorescence plate reader; inhibition, % at 10 µM; actives 0.063% (n = 340,000); in the data active = inhibition above about 30%, passing the limit was not always enough; inconclusive = no clear call, values can overlap the other calls;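 also: 0% = vehicle neutral wells and 100% = reference inhibitor wells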
* = called active by the depositor; ? = inconclusive; . = not tested or not shown.

SMILES	MITF TRPM1 HTS	SR-BI uptake up	dFosB act	Rtt109 Vps75	HTR5A ag ctr	SR-BI DiI inh	CDK5 inh	cardiac RTF act	Wnt act	PvdQ acylase
COC(=O)c1sc(S(=O)(=O)NCCC(=O)O)c(C(=O)OC)c1C	6	3	-8	-1	1	-3	0.0	-3	-1	1
O=C(CN(c1ccc([N+](=O)[O-])cc1)S(=O)(=O)c1ccccc1)N1CCCCC1	1	9	-3	-5	3	-9	-0.6	-10	-1	2
COc1cccc(CNC(=O)c2ccc(CS(=O)(=O)Cc3ccccc3C)o2)c1	2	-9	-2	3	-2	9	1.4	2	-2	-22
COc1ccc(CCNC(=O)CCc2cn(C)c3ccccc23)c(OC)c1	-16	-37	-8	-2	-2	37	1.2	-4	7	-11
CCOc1ccc(N2CC(C(=O)Nc3nnc(Cc4ccccc4)s3)CC2=O)cc1 (stereo unspecified)	0	-9	-5	-11	7	9	0.7	7	1	-13
CN1CCc2nc3ccccc3c(C(=O)OCC(=O)N(CCC#N)c3ccccc3)c2C1	1	-7	-7	5	-2	7	-1.9	3	0	-7
O=C(CCNC(=O)c1ccco1)Nc1cccc(Br)c1	14	14	3	-8	1	-14	-4.8	6	-2	-11
Cc1cc(NC(=O)COc2ncnc3sc(C)c(C)c23)no1	-2	0	-1	-3	7	0	0.4	4	0	-8
C/C(=C\C(=O)C(F)(F)F)Nc1ccc(C)cc1	10	22	3	-10	6	-22	0.7	2	-3	5
CCc1c(O)nc(SCC(=O)Nc2ccc(C)cc2)n(C2CCCCC2)c1=O	-4	11	-6	7	6	-11	-0.9	9	-1	-7
CC(C)[C@H](NC(=O)c1ccccc1)C(=O)OCC(=O)NCc1ccc2c(c1)OCO2	4	-8	-3	11	2	8	-2.2	1	-3	0
C[C@H](CO)N1C[C@H](C)[C@@H](CN(C)S(C)(=O)=O)Oc2ccc(NC(=O)C3CCCCC3)cc2C1=O	-14	15	2	-2	6	-15	0.4	2	-3	3
O=C(Nc1cccc(Cl)c1N1CCOCC1)c1ccc([N+](=O)[O-])o1	-55	5	1	-3	-1	-5	1.6	1	5	-6
CCOC(=O)c1ccc(-c2ccc(C3Nc4ccccc4C(=O)N3O)o2)cc1 (stereo unspecified)	1	-15	0	7	-3	15	-0.7	-1	-9	6
COc1ccc(CCCC(=O)NCc2ccccc2)cc1C	6	-2	5	4	-4	2	1.3	3	-1	-9
COCc1cc(C)nc(SCc2ccc([N+](=O)[O-])cc2)c1C#N	20	-14	6	-3	-2	14	0.7	4	-2	13
COc1cc(C(=O)N(CCc2ccccc2)C2CC3CCC(C2)N3C)cc(OC)c1OC (stereo unspecified)	11	7	-8	-6	2	-7	-0.7	6	.	-7
CC1(C)CC(=O)C=C(Nc2ccc(F)cc2)C1	1	11	-1	-1	5	-11	3.9	11	-2	-12
O=C(CCNC(=O)Cn1ccc2ccccc2c1=O)NCCc1ccccc1Cl	-15	-9	-1	-11	1	9	0.4	-1	-3	-14
CC(C)CNC(=O)c1cccc(NC(=O)Cc2ccc(Cl)cc2)c1	-11	-8	-2	-2	2	8	-0.8	-2	-4	4

Another view of part of the listing above.
Results follow in this order: MITF TRPM1 HTS	SR-BI uptake up	dFosB act	Rtt109 Vps75	HTR5A ag ctr	SR-BI DiI inh	CDK5 inh	cardiac RTF act	Wnt act	PvdQ acylase
C/C(=C\C(=O)C(F)(F)F)Nc1ccc(C)cc1
  10	22	3	-10	6	-22	0.7	2	-3	5
CCc1c(O)nc(SCC(=O)Nc2ccc(C)cc2)n(C2CCCCC2)c1=O
  -4	11	-6	7	6	-11	-0.9	9	-1	-7
CC(C)[C@H](NC(=O)c1ccccc1)C(=O)OCC(=O)NCc1ccc2c(c1)OCO2
  4	-8	-3	11	2	8	-2.2	1	-3	0
C[C@H](CO)N1C[C@H](C)[C@@H](CN(C)S(C)(=O)=O)Oc2ccc(NC(=O)C3CCCCC3)cc2C1=O
  -14	15	2	-2	6	-15	0.4	2	-3	3
O=C(Nc1cccc(Cl)c1N1CCOCC1)c1ccc([N+](=O)[O-])o1
  -55	5	1	-3	-1	-5	1.6	1	5	-6
CCOC(=O)c1ccc(-c2ccc(C3Nc4ccccc4C(=O)N3O)o2)cc1 (stereo unspecified)
  1	-15	0	7	-3	15	-0.7	-1	-9	6
COc1ccc(CCCC(=O)NCc2ccccc2)cc1C
  6	-2	5	4	-4	2	1.3	3	-1	-9
COCc1cc(C)nc(SCc2ccc([N+](=O)[O-])cc2)c1C#N
  20	-14	6	-3	-2	14	0.7	4	-2	13
COc1cc(C(=O)N(CCc2ccccc2)C2CC3CCC(C2)N3C)cc(OC)c1OC (stereo unspecified)
  11	7	-8	-6	2	-7	-0.7	6	.	-7
CC1(C)CC(=O)C=C(Nc2ccc(F)cc2)C1
  1	11	-1	-1	5	-11	3.9	11	-2	-12
O=C(CCNC(=O)Cn1ccc2ccccc2c1=O)NCCc1ccccc1Cl
  -15	-9	-1	-11	1	9	0.4	-1	-3	-14
CC(C)CNC(=O)c1cccc(NC(=O)Cc2ccc(Cl)cc2)c1
  -11	-8	-2	-2	2	8	-0.8	-2	-4	4

(cont.)
SMILES	MITF TRPM1 HTS	SR-BI uptake up	dFosB act	Rtt109 Vps75	HTR5A ag ctr	SR-BI DiI inh	CDK5 inh	cardiac RTF act	Wnt act	PvdQ acylase
O=C(NCc1cccnc1)Nc1cccc(NC(=O)NCc2cccnc2)c1F	.	-64	12	-1	6	64	5.6	3	-2	7
O=C(CN1C(=O)CCSc2ccc(S(=O)(=O)N3CCCC3)cc21)Nc1ccccc1Cl	-8	-7	-5	-7	-1	7	1.2	-3	0	-7
COc1ccc(O)c(C(=O)c2coc(=N)c(C(=O)Nc3ccc(SC(F)F)cc3)c2)c1	-9	-76	-12	12	-4	76*	-0.4	6	1	-11
O=C(Nc1c(F)c(F)c(F)c(F)c1F)NC1CCCCC1	.	-15	1	0	0	15	-0.3	0	.	8
Cc1cccnc1NC(=O)c1nn(C)c2c1CS(=O)(=O)c1ccccc1-2	-3	-16	-4	23	-2	16	0.3	-3	-1	1
O=C(COC(=O)Cc1ccc(Cl)cc1)Nc1ccccc1F	-5	18	-1	0	-3	-18	2.1	4	-2	-6
Cc1cc(S(=O)(=O)N2CCCCCC2)c(Cl)cc1Cl	.	-1	-3	1	3	1	1.9	-3	.	0
COc1ccc(NC(=O)C(=O)NCC(c2ccco2)N2CCc3ccccc3C2)cc1OC (stereo unspecified)	10	-46	0	1	0	46	-0.7	-14	-2	-13
Cc1cccc(NS(=O)(=O)c2ccc(NC(=O)N3CCCCC3)cc2)c1	-30	13	-5	2	-1	-13	0.1	0	-2	-7
O=C(COC(=O)c1cc(=O)[nH]c(=O)[nH]1)Nc1cccc(S(=O)(=O)N2CCCCC2)c1	-6	17	-7	-1	4	-17	-0.2	-3	0	-8
CC1=C(C(=O)Nc2ccc(C)cn2)C(c2cnn(C)c2)C2=C(CCCC2=O)N1 (stereo unspecified)	2	33	1	-3	2	-33	-0.8	5	-1	-5
CCOc1ccc(/C=C/C(=O)Nc2ccccc2C(F)(F)F)cc1	41	-17	-8	3	2	17	0.8	8	25	-7
CC(NCc1ccc(F)cc1)C(=O)NC1CCCCC1 (stereo unspecified)	-12	-10	-2	15	3	10	-0.2	-2	0	6
COc1cc(OC)c(N(C)S(=O)(=O)c2cccc(C(=O)OCC(=O)c3c[nH]c4ccccc34)c2)cc1Cl	-33	-8	5	3	3	8	0.2	6	.	-6
Cc1cc(C)cc(OCC(=O)NNC(=O)CN2C(=O)c3ccccc3C2=O)c1	-4	-1	6	-7	3	1	-1.7	6	.	5
O=C(Cc1ccc(F)cc1)Nc1ccc2[nH]ncc2c1	17	2	0	12	3	-2	0.8	6	-3	-16
COc1ccccc1C(=O)C1CCCN(C(=O)c2cc(C(C)C)no2)C1 (stereo unspecified)	-5	16	1	9	2	-16	1.6	5	-1	9
Clc1ccc(/C=N/NC2=Nc3cccc4cccc2c34)cc1	27	-38	2	0	11	38	0.1	7	.	-9
O=C(NC(=S)Nc1cccc(Cl)c1N1CCCCC1)c1ccco1	-11	10	2	5	-1	-10	-2.7	-5	0	-2
Cc1ccnc2nc(NC(=O)c3ccco3)nn12	37	11	-5	-31	0	-11	2.1	9	11	-6
Cc1ccc(S(=O)(=O)NC(=O)Nc2nnc(C)s2)cc1	-6	9	-5	8	-1	-9	-7.4	-6	-6	-16
O=C(CN1C(=O)NC2(CCCCC2)C1=O)NCCC1=CCCCC1	-1	-2	0	-5	5	2	-0.6	3	-1	-6
N#CCc1ccc(OC(=O)Nc2ccccc2)cc1	3	4	7	-14	-3	-4	-0.2	-6	3	-21
COc1cc(NC(=O)c2cccs2)c(OC)cc1NC(=O)c1ccco1	1	-23	-1	6	0	23	0.9	-2	3	9
COc1ccc(C(=O)NCC(=O)N/N=C/c2cccnc2)cc1OC	-4	21	-4	18	0	-21	-0.2	0	-2	2
CCOC(=O)c1ccccc1NC(=O)CC(C)CC(=O)O (stereo unspecified)	-3	17	1	20	-4	-17	0.4	-2	2	-13
CN1CCc2ccccc2C1Cc1ccccc1NC(=O)c1sc2ccccc2c1Cl (stereo unspecified)	4	-9	-6	2	-1	9	-1.5	-5	?	-3
O=C(NNC(=O)C1CCCO1)c1ccc([N+](=O)[O-])cc1 (stereo unspecified)	-3	5	-4	-3	-2	-5	-1.5	-3	2	-11
O=C(NCc1ccco1)c1cccc2c1C(=O)c1ccc(/C=C/c3ccccc3)cc1S2(=O)=O	-17	-49	-3	1	11	49	-0.4	-2	0	-6
COC(=O)COc1ccc(/C=C2\SC(=O)N(CC(=O)Nc3ccccc3F)C2=O)cc1	1	15	33*	12	2	-15	1.4	0	-6	2
CCCc1cc(C(=O)N2CCCC(C(=O)c3cccc4ccccc34)C2)n(C)n1 (stereo unspecified)	5	.	-15	-5	-1	.	-1.2	-1	-2	-17
C[C@@H](C(=O)Nc1ccc2ccccc2c1)[C@@H]1C[C@@]1(C)[C@@H](N)c1ccccc1	-6	-38	-4	14	2	38	-0.6	-1	-3	-10
